Assay outcomes (PubChem BioAssay)
PKA-R2B activ – activates the human PKA-R2B holoenzyme complex | activation, % at 11.4 µM | P22694+P31323 | PKA-R2B holoenzyme dissociation, Cy5-IP20 fluorescence polarization; R2B truncated from residue 108, S112A mutant; 0% DMSO only, 100% 113 µM cGMP | AID 504700 | actives 0.079% (n = 340,000);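 active = activation above a cutoff set at the mean over all compounds plus 3 SD, cut at about 18% in these data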;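 note: higher means more holoenzyme dissociation and a rise in polarization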
OPRM1-OPRD1 ag – agonists of human mu-delta opioid receptor heterodimerization; P35372+P41143; cells, OPRM1-OPRD1 heterodimerization, luminescence; activation, % at 9.3 µM; actives 0.3% (n = 340,000); in the data active = activation above about 18%;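 note: 0% = vehicle-treated cells and 100% = reference agonist; values of inactives mirror those of a sister screen read the other way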
DAGLB inhibitor – blocks human DAGLB lipase activity; Q8NCG7; inhibition, % at 5.17 µM; HEK293T DAGLB membrane lysate, EnzChek fluorogenic substrate; actives 0.059% (n = 340,000); AID 504411; in the data active = inhibition above about 34%;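 note: 0% = enzyme with vehicle and 100% = wells lacking enzyme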
Target sequence (Q8NCG7 whole entry, looked up): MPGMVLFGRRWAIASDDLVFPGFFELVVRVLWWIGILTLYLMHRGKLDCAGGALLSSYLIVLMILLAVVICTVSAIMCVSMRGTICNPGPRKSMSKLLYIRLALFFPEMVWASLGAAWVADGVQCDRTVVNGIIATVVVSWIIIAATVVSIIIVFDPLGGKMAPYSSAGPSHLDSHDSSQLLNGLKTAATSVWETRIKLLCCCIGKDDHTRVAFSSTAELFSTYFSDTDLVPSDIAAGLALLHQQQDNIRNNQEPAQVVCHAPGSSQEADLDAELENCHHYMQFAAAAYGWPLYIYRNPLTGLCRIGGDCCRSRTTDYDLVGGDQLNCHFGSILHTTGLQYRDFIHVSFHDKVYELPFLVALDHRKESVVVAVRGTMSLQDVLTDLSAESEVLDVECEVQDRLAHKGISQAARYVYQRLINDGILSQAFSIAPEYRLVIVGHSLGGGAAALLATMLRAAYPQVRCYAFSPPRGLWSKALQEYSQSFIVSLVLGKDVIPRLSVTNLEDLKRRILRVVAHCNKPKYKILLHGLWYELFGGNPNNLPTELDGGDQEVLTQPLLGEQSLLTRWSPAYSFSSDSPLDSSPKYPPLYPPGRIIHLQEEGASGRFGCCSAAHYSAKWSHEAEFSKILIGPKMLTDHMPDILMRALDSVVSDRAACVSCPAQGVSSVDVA
MOR-DOR inv ag – inverse agonist of human OPRM1-OPRD1 heterodimerization. P35372+P41143. cell-based MOR-DOR heterodimer luminescence, inverse agonism. inhibition, % at 9.3 µM. actives 0.21% (n = 340,000); in the data active = inhibition above about 22%, passing the limit was not always enough;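 note: 0% = cells with DMSO and 100% = wells without cells with DMSO; values of inactives mirror those of a sister screen read the other way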
V-ATPase pHluor – regulators of yeast V-ATPase proton transport; S. cerevisiae, pHLuorin cytosolic pH fluorescence; response, % at 10 µM; actives 0.37% (n = 350,000); AID 504577; in the data active = response mostly above about 7.3%, no sharp cut-off; inactive = mostly below about 5.4%; note: actives read high; inactives centre near 0; some compounds called inactive have numbers as strong as hits; reference of the scale not given here
DSG3 Ab inh – human desmoglein-3 autoantibody binding inhibition; P32926; DSG3-coupled beads, scFv-anti-DSG3-GFP binding, flow cytometry; stronger effect = lower value; binding (percent of control), % at 10 µM; actives 0.48% (n = 310,000); AID 588358;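 active = binding more than 3 SD below its plate's average and above zero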;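 note: hits lower antibody fragment binding to DSG3; some compounds called inactive have numbers as strong as hits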
PKA-R1A act – PKA-R1A complex activation | P00514+P68181 | PKA-R1A dissociation, Cy5-IP20 fluorescence polarization; scaled: DMSO 0%, 113 µM cGMP 100% | activation, % at 11.4 µM | actives 0.083% (n = 340,000) | AID 504707;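 active = percent activation above the mean of all tested compounds plus 3 SD, cut at about 19% in these data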;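 note: higher means more PKAc released from R1A so a rise in polarization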
Arrestin-AP2 inh – human beta-arrestin and AP2 interaction inhibition | FITC-arrestin peptide / GST-AP2 beads, flow cytometry; AP2 beta2 appendage carries R879A mutation | inhibition, % at 10 µM | actives 0.31% (n = 340,000);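 active = inhibition above a set limit, near 3 SD of compounds lacking own fluorescence, cut at about 54% in these data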;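 note: plate controls were DMSO wells for no effect and 5 µM unlabelled arrestin peptide for full effect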
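system = GST-tagged AP2 beta2-adaptin appendage (R879A) on 4 µm glutathione beads | reagent = FITC-labelled arrestin peptide probe, 50 nM final | schedule = compound with beads 12 min RT, then probe 1 h RT | signal = HyperCyt-sampled flow cytometry, FL1 channel, ex 488/em 535 nm | read-out = percent response from loss of bead-bound FITC fluorescence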
HTR5A ag ctr – counter-screen for OPRM1-OPRD1 agonists: human HTR5A agonism. activation, % at 9.3 µM. P47898. actives 0.61% (n = 340,000). HTR5A agonist assay, luminescence, cell-based; in the data active = activation mostly above about 9.5%, no sharp cut-off; inactive = mostly below about 7.6%;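 note: 0% = cells with vehicle only and 100% = reference agonist; strong numbers were not always called active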
HTR5A inv ctr – counter-screen for OPRM1-OPRD1 inverse agonists: human HTR5A inverse agonism; inhibition, % at 9.3 µM; P47898; actives 0.083% (n = 340,000); AID 504634; HTR5A cell line, luminescence; in the data active = inhibition mostly above about 23%, no sharp cut-off; inactive = mostly below about 18%;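 note: 0% = cells with DMSO and 100% = no-cell wells with DMSO; some compounds called inactive have numbers as strong as hits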
* hit, by the source's call; . = not tested or not shown.

compound	PKA-R2B activ	OPRM1-OPRD1 ag	DAGLB inhibitor	MOR-DOR inv ag	V-ATPase pHluor	DSG3 Ab inh	PKA-R1A act	Arrestin-AP2 inh	HTR5A ag ctr	HTR5A inv ctr
Cc1ccc2nc(CCCc3nc4ccc(C)cc4[nH]3)[nH]c2c1	-20	-4.8	-1	23	4	120	-2	14	-7	24
COc1ccc(NC(=O)c2cccc(S(=O)(=O)N3CCOCC3)c2)cn1	-1	1.1	-1	-6	1	101	-5	22	2	-5
Oc1[nH]c(=S)sc1/C=C1\C(c2ccccc2)=Nc2ccccc21	-11	-0.4	18	2	-2	99	-1	6	-3	15
O=C(CNS(=O)(=O)c1cccs1)Nc1ccc2c(c1)OCCO2	13	-2.2	3	13	6	.	-2	-2	-1	14
CCCN1C2CCCC1CC(NC(=O)Nc1ccc(C(C)C)cc1)C2 (configuration not stated)	-16	-0.2	-5	1	0	100	-2	-1	3	25
Cc1ccc(CN2C(=O)CSc3ccc(C(=O)NCCN4CCOCC4)cc32)cc1	-5	-1.6	0	7	-5	120	-10	0	8	-5
COc1ccccc1N1CCN(C2CCCN(C(=O)c3cc(C4CC4)on3)C2)CC1 (configuration not stated)	-4	-3.3	1	17	4	.	-3	-22	1	-11
Cc1ccc(C=NNc2ccc([N+](=O)[O-])cn2)cc1	-4	3.6	-4	-18	-7	.	-1	32	5	-19
C=CCOc1ccc(Br)cc1/C=C1/SC(=Nc2ccc(C(=O)O)cc2)NC1=O	-2	-0.4	8	2	-2	95	4	6	2	-5
Cc1cc(C)c(NC(=O)CNC(=O)COC(=O)Cc2ccccc2C)c(C)c1	-2	2.2	0	-10	2	97	-3	0	8	-20
Nc1c(-c2ccc(F)cc2)cnc2ncnn12	2	-2.2	-1	11	-1	94	-6	5	3	14
O=C(NC1CCCC1)C(c1ccncc1)N(C(=O)Cc1cccs1)c1ccccc1 (configuration not stated)	1	-1.6	1	10	-1	89	8	-6	-1	9
Cn1nnnc1SCC(=O)Nc1ncc(Cl)cc1Cl	-8	-1.1	2	7	-3	103	11	-9	1	4
CCOC(=O)c1cnc2c(ccc3ccccc32)c1Cl	4	-1.6	-5	8	-1	105	0	14	0	-1
COC(=O)c1ccc(C2C(C(=O)Nc3ccc(C)cc3C)=C(C)Nc3ncnn32)cc1 (configuration not stated)	-6	-1.3	0	7	-2	98	-6	21	-1	2
Cc1nn(C(=O)N2CCOCC2)c(C)c1CN1C(=O)c2ccccc2C1=O	2	0.3	-1	-2	-6	99	-20	5	-1	-6
O=C(/C=C/c1cccs1)N1CCC2(CC1)Oc1ccc(Cl)cc1C(=O)C21CC(c2ccc(Cl)cc2)=NO1 (configuration not stated)	-15	-0.3	-7	2	-6	98	-5	1	2	22
COc1ccc(C(C)=O)c(Oc2nc(CN3CCOCC3)nc3scc(-c4cccs4)c23)c1	3	0.4	2	-2	-2	110	-5	16	0	-5
CCS(=O)(=O)Nc1ccc(-c2cc(-c3ccccc3)c3cc(C)ccc3n2)cc1	-6	2.1	-4	-13	7	97	-18	0	2	-12
CC1=C/C(=C/N(C)C)C(=O)O1	4	-1.8	-2	10	11	103	-13	-8	2	4

Gathered by group: the entries above with four or more nitrogen atoms.
compound	PKA-R2B activ	OPRM1-OPRD1 ag	DAGLB inhibitor	MOR-DOR inv ag	V-ATPase pHluor	DSG3 Ab inh	PKA-R1A act	Arrestin-AP2 inh	HTR5A ag ctr	HTR5A inv ctr
Cc1ccc2nc(CCCc3nc4ccc(C)cc4[nH]3)[nH]c2c1	-20	-4.8	-1	23	4	120	-2	14	-7	24
COc1ccccc1N1CCN(C2CCCN(C(=O)c3cc(C4CC4)on3)C2)CC1 (configuration not stated)	-4	-3.3	1	17	4	.	-3	-22	1	-11
Cc1ccc(C=NNc2ccc([N+](=O)[O-])cn2)cc1	-4	3.6	-4	-18	-7	.	-1	32	5	-19
Nc1c(-c2ccc(F)cc2)cnc2ncnn12	2	-2.2	-1	11	-1	94	-6	5	3	14
Cn1nnnc1SCC(=O)Nc1ncc(Cl)cc1Cl	-8	-1.1	2	7	-3	103	11	-9	1	4
COC(=O)c1ccc(C2C(C(=O)Nc3ccc(C)cc3C)=C(C)Nc3ncnn32)cc1 (configuration not stated)	-6	-1.3	0	7	-2	98	-6	21	-1	2
Cc1nn(C(=O)N2CCOCC2)c(C)c1CN1C(=O)c2ccccc2C1=O	2	0.3	-1	-2	-6	99	-20	5	-1	-6

Continuation:
compound	PKA-R2B activ	OPRM1-OPRD1 ag	DAGLB inhibitor	MOR-DOR inv ag	V-ATPase pHluor	DSG3 Ab inh	PKA-R1A act	Arrestin-AP2 inh	HTR5A ag ctr	HTR5A inv ctr
COc1ccc(C)cc1NC(=O)CCS(=O)(=O)c1cccc2nonc12	-1	-1.9	-1	12	-1	.	5	26	1	-9
CCSc1nc2c(c(=O)[nH]1)C(c1cccnc1)C(C(=O)OC(C)C)=C(C)N2 (configuration not stated)	5	-3.2	0	19	1	.	-6	-10	0	29
Cc1ccc(NC2OC(C(O)CO)C(O)C2O)cc1[N+](=O)[O-] (configuration not stated)	-3	0.2	-1	-1	36*	100	0	29	-3	26
C#CC(C)(C)NC(=O)c1ccccc1OC	-10	-1.4	0	9	-1	87	-9	-5	-1	17
COC(=O)CCC(=O)OC1(C)C(=O)C2=CN(C3CC3)C(c3ccc(OC)cc3)=CC2=C(Br)C1=O (configuration not stated)	-10	9.4	-2	-53	3	.	-1	34	9.4*	-53
COc1ccc(C(=O)N2CCCCCC2)cc1OC1CCN(C(C)C)CC1	-3	0.4	0	-2	0	104	-2	-1	3	9
COc1cccc(C2NC(=O)NC(C)=C2C(=O)Nc2ccc(C)cc2)c1OC (configuration not stated)	0	-0.3	3	2	7	103	6	14	18	-48
COc1cc(C(C)=O)ccc1OCCCN1CCC(Cc2ccccc2)CC1	-3	-2.9	-1	14	0	101	1	-14	-2	16
Cc1c(Cl)cccc1NC(=O)CN1CCN(CCO)CC1	-3	-2.3	-2	12	-1	103	-2	-1	-1	-35
Cc1c(Br)c([N+](=O)[O-])nn1CC(=O)N1CCCc2ccccc21	-4	-3.8	0	20	3	106	-1	-7	5	-19
Cc1ccccc1OCCn1c(CCNC(=O)C(C)C)nc2ccccc21	0	1.7	0	-9	6	.	6	1	3	-14
CCN(c1ccccc1)S(=O)(=O)c1ccc(Cl)c(C(=O)N2CCCC2)c1	2	-0.8	0	3	-1	98	-17	24	1	6
COc1ccc(CCNS(=O)(=O)c2cccc([N+](=O)[O-])c2)cc1	-18	-0.7	0	4	4	115	-13	5	9	-3
CCN(C[C@H]1N[C@@](CC)(C(=O)OC)[C@H]2C(=O)N(Cc3ccccc3)C(=O)[C@@H]12)C(=O)c1ccc(C)cc1	2	0.2	-4	-1	-1	89	10	0	0	-2
CCOc1ccccc1NC(C)C(=O)NC(=O)NC1CCCCC1 (configuration not stated)	-2	6.4	1	-27	3	.	3	-2	16	-44
O=C(Nc1cccc(F)c1)c1cc(-c2ccco2)nc2ccccc12	6	1.1	-3	-5	0	100	-13	10	0	-7
COc1ccc([C@@H]2C[C@H](c3ccccc3)Oc3cc(OC)c(OC)c(OC)c32)cc1	-13	-1.0	-9	6	1	105	-6	-8	1	2
COc1ccc(Nc2nnc(SCC(=O)N(CC(C)C)C3CCS(=O)(=O)C3)s2)cc1 (configuration not stated)	2	.	3	.	2	103	-8	.	.	.
COc1ccc(C2NC(=O)CS2)cc1 (configuration not stated)	-2	-2.9	1	12	1	110	0	9	8	-10
O=C(/C=C/c1ccc(O)c(O)c1)NC(=O)c1ccccc1O	1	-0.2	3	1	0	98	-13	-6	0	-5

Compounds listed so far that contain fluorine (2):
compound	PKA-R2B activ	OPRM1-OPRD1 ag	DAGLB inhibitor	MOR-DOR inv ag	V-ATPase pHluor	DSG3 Ab inh	PKA-R1A act	Arrestin-AP2 inh	HTR5A ag ctr	HTR5A inv ctr
Nc1c(-c2ccc(F)cc2)cnc2ncnn12	2	-2.2	-1	11	-1	94	-6	5	3	14
O=C(Nc1cccc(F)c1)c1cc(-c2ccco2)nc2ccccc12	6	1.1	-3	-5	0	100	-13	10	0	-7

Next entries follow.
compound	PKA-R2B activ	OPRM1-OPRD1 ag	DAGLB inhibitor	MOR-DOR inv ag	V-ATPase pHluor	DSG3 Ab inh	PKA-R1A act	Arrestin-AP2 inh	HTR5A ag ctr	HTR5A inv ctr
COc1ccc2c(c1OC)C(=O)N(c1cccc(/C=C/C(=O)O)c1)C2	7	-1.1	-1	5	0	.	-1	12	1	-3
COc1cc2cncc(Cc3ccccc3)c2cc1O	-3	-0.1	1	1	-1	91	15	-12	0	-1
O=C(CSc1nc2ccccc2[nH]1)N1CCN(c2ccc(F)cc2)CC1	3	-1.4	0	8	-1	96	-10	-5	0	-6
CCOc1ccccc1NS(=O)(=O)c1c(C)noc1C	-19	0.8	1	-5	-7	106	5	18	3	30
COc1ccccc1C(=O)N1CCN(Cc2cccnc2)CC1	-8	-1.4	0	7	2	104	-3	0	-2	7
